Screens deposited in PubChem BioAssay by Sanford-Burnham Center for Chemical Genomics.
SENP8 block: SENP8 (human) protease inhibition. Q96LD8. recombinant SENP8, Nedd8 substrate fluorescence. inhibition, % at 20 µM. 360,000 tested, 0.64% active. AID 602440; in the data active means inhibition mostly above about 40%, no sharp cut-off; inactive means mostly below about 27%
ATG4B inhibitor: inhibitors of human ATG4B cysteine protease; ATG4B cleavage of LC3-PLA2, NBD-HPC fluorescence, 1 h; Q9Y4P1; 340,000 tested, 0.51% active; inhibition, % at 8.33 µM; in the data active means inhibition above about 40%
Target sequence (Q9Y4P1 whole entry, looked up): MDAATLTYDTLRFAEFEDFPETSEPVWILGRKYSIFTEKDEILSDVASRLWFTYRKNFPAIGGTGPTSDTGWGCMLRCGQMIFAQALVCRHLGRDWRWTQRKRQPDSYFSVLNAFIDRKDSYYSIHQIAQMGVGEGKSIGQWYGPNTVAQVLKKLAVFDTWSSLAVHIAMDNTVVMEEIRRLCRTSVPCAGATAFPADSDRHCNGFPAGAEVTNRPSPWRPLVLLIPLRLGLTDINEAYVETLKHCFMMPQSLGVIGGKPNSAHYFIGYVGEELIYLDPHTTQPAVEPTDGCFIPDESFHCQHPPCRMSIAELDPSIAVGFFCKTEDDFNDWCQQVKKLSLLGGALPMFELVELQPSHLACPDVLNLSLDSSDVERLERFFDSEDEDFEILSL
GRIN3A LBD mod: modulates the human NR3A ligand-binding domain; Tm shift relative to glycine control, % at 25 µM; 340,000 tested, 2.5% active; NR3A LBD differential scanning fluorimetry, Tm shift; 0% = protein alone, 100% = glycine-bound protein;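 active means melting temperature shift of at least 10% of the positive control shift, at one fixed dose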
SENP6 block: SENP6 protease inhibition; Q9GZR1; Recombinant SENP6 catalytic domain, aminoluciferin luminescence; inhibition, % at 10 µM; 330,000 tested, 1.8% active; AID 2599;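 active means inhibition above about 50% at the single tested dose, limit read from the data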;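 further: plate controls were DMSO wells with enzyme for no effect and DMSO wells lacking enzyme for full effect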
Target sequence (Q9GZR1 628-1112 limits assumed): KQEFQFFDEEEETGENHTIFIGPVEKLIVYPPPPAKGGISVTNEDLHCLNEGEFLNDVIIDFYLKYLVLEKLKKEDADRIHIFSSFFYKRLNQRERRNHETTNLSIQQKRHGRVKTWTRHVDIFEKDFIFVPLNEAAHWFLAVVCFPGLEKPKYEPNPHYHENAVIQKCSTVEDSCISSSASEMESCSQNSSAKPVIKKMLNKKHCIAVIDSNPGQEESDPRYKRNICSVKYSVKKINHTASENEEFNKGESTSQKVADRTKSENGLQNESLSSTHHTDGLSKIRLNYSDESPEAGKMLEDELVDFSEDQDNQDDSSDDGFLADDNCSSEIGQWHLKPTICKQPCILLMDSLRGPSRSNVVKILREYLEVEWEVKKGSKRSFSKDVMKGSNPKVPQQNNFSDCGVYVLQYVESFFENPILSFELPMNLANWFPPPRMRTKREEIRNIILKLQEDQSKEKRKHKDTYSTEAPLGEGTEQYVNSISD
SENP1 FRET inh: SENP1 (human) catalytic domain inhibition; Q9P0U3; recombinant SENP1 catalytic domain, CyPet-SUMO1-YPet FRET cleavage; inhibition, % at 10 µM; 360,000 tested, 0.21% active; AID 624204;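 active means inhibition at least 30% at 10 µM, raw YFP signal under a set limit, fluorescence ratio 0.5 to 1.5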;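 further: 0% = enzyme with DMSO and 100% = no enzyme wells; some results filed as inactive read as strong as hits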
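material = recombinant human SENP1 catalytic domain, His6-tagged | quantity = 20 pM enzyme | reagent = 25 nM SUMO1 FRET substrate | compound dosing = 10 µM single point, 0.5% DMSO | timing = 50 min enzyme reaction, room temperature, light-protected | detection = FRET, CFP and YFP emission | control set = no-enzyme low, enzyme-DMSO high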
PfG6PD inh: PfG6PD (Plasmodium falciparum) enzyme inhibition; 350,000 tested, 0.78% active; inhibition, % at 20 µM; PfGluPho enzyme, NADPH resazurin-diaphorase fluorescence; AID 504690;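 active means inhibition reaching at least a set limit at 20 µM in the primary screen, cut at about 59% in these data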;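 further: 0% = DMSO wells with substrate and 100% = DMSO wells lacking glucose-6-phosphate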
hIAP activ: increases human intestinal alkaline phosphatase activity; P09923; purified human IAP, CDP-Star luminescence, 30 min; active compounds read high; 1 = vehicle-only enzyme, 0 = enzyme-free background; activation factor at 10 µM; 330,000 tested, 0.16% active;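 active means activation factor of the enzyme at least 2-fold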; further: the source names both 10 and 20 µM as test concentration; values of inactives mirror those of a sister screen read the other way
MPTP inh: inhibitors of mitochondrial permeability transition pore; isolated mouse mitochondria, Ca2+ swelling absorbance, 30 min; AID 602449; inhibition, % at 10 µM; 360,000 tested, 1.4% active;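 active means inhibition of 50% or more, scaled per plate between neutral and stimulator controls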;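 further: 0% = DMSO wells given calcium and 100% = 1 mM EGTA wells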
Numbers without * were called inactive; / = no result given.

SMILES	SENP8 block	ATG4B inhibitor	GRIN3A LBD mod	SENP6 block	SENP1 FRET inh	PfG6PD inh	hIAP activ	MPTP inh
N#C/C(C(N)=O)=C1/SC=C(c2ccccc2)N1c1ccccc1	32	0	1	-18	1	-1	0.88	1.4
CCN1C(=O)[C@H]2[C@@H](c3ccc(C)cc3)N3C(=O)N(c4cccc(Cl)c4)C(=O)[C@@]3(CC)[C@H]2C1=O	11	-13	1	-2	1	5	0.94	0.5
Cc1ccc(NC(=O)CN2CCCC2)cc1Br	20	-2	-1	27	2	-2	1.1	0.6
CCOC(=O)Cn1c(=O)oc2cc(S(=O)(=O)NCCc3ccc(OCC)c(OCC)c3)ccc21	17	-6	-1	9	0	0	0.86	-0.5
COc1ccc(/C=N/NC(=O)C(O)(c2ccccc2)c2ccccc2)cc1OC	3	-5	-4	-13	0	12	0.98	-0.6
Cn1cc(C(=O)NCC(=O)Nc2ccccc2Br)cn1	6	-1	0	-17	-1	13	0.96	-1.0
O=C(CSc1nc2ccccc2s1)NCc1cc([N+](=O)[O-])ccc1O	14	-9	-8	14	4	-27	0.99	3.4
O=C(COC(=O)c1cccs1)NCc1ccco1	8	0	1	11	1	0	1	-1.8
CC(OC(=O)CNS(=O)(=O)c1ccc(C#N)cc1)C(=O)Nc1cccc(C#N)c1 (configuration not stated)	7	-13	1	6	0	-6	1.1	-3.1
Cc1cccc(NC(=S)N2CCC(c3nc4ccccc4o3)CC2)c1C	10	-8	-1	-11	1	-5	0.96	1.7
COc1ccc(NC(=S)Nc2ccccc2C(F)(F)F)cc1	9	-1	-49	6	5	-9	0.9	-0.1
CCCC1(C(=O)OCC)NC(c2ccc(N(C)C)cc2)C2C(=O)N(c3ccc(F)cc3)C(=O)C21 (configuration not stated)	-95	-8	3	-7	-1	23	1	-2.0
COc1ccccc1N(C)S(=O)(=O)c1ccc(C)c(C(=O)NCc2ccccn2)c1	24	-11	2	4	3	2	0.92	-0.6
Cc1ccc(S(=O)(=O)NC(N)=NCCc2ccc(Cl)cc2)cc1C	34	6	-3	8	1	-25	1.1	-1.2
COc1ccc(/C=N/Nc2nc(C)c([N+](=O)[O-])c(N(C)c3ccccc3)n2)cc1OC	53*	-9	2	-10	0	-6	0.79	-3.3
CCc1cccc(NC(=O)CSc2nnc(Cc3ccc(OC)cc3)c(=O)[nH]2)c1	13	-5	-5	-13	2	-35	1.1	1.4
COc1cc(OC)c(C(=O)NC2CCCCCC2)cc1OC	13	7	0	-13	-1	3	1	-0.8
CC1CCCN(C(=O)COC(=O)c2ccc3[nH]c4c(c3c2)CCCC4)C1 (configuration not stated)	-64	0	-8	-15	-29	10	1.1	5.0
COc1nc(N(C)C)nc(N(C)c2cc(Cl)cc(Cl)c2)n1	-9	-1	1	-2	5	-2	1.3	0.8
O=C(CSc1nc2scc(-c3cccs3)c2c(=O)n1CCc1ccccc1)N1CCCC1	7	1	-1	/	3	6	/	2.7
COc1ccc(NC(=O)C2Cc3cccc(OC)c3O/C2=N\O)cc1 (configuration not stated)	8	-3	2	14	3	10	0.96	-1.0
COc1ccc(N/C=C\C(=O)c2ccc3c(c2)OCO3)cc1OC	-14	-21	-10	29	-17	16	0.81	0.6
Cc1c(C(=O)OCC(=O)c2c(N)n(CC(C)C)c(=O)n(C)c2=O)oc2ccccc12	10	-13	-1	5	0	3	0.96	6.8
C#CCN1C(=O)S/C(=C\c2ccc(-c3ccc(Cl)c(C(=O)O)c3)o2)C1=O	-167	9	0	70*	-28	-28	1.1	0.5
S=c1nc[nH]c2c1ncn2-c1ccccc1	5	-5	-4	/	-1	50	/	-0.6
SMILES	SENP8 block	ATG4B inhibitor	GRIN3A LBD mod	SENP6 block	SENP1 FRET inh	PfG6PD inh	hIAP activ	MPTP inh
Cc1cccc(/C=N/n2c(COc3ccccc3)n[nH]c2=S)c1	14	12	0	-8	2	4	1	0.1
COc1ccc(N2CCN(CCNC(=O)c3ccc4nc5ccccc5c(=O)n4c3)CC2)cc1	-277	2	1	-1	-41	14	1.1	-1.2
NC(=O)c1cnn(Cc2ccc(Cl)cc2)c1N	2	-6	-2	-20	-1	-2	1.1	-0.5
COc1ccc(CCn2c(-c3ccc(C(C)(C)C)cc3)n[nH]c2=S)cc1OC	-17	-16	-2	-13	1	23	1.3	-0.4
COc1cc(C2C(C(=O)c3ccco3)=C(O)C(=O)N2Cc2cccnc2)cc(OC)c1OC (configuration not stated)	23	-1	1	-1	3	9	1.1	-0.9
COc1ccc(C2/C=C\CN(C(=O)C3CCCC3)CC(=O)N2Cc2ccc(F)cc2)cc1 (configuration not stated)	11	-6	1	-6	0	1	1.1	-0.4
O=C(NCCC(=O)N1CCN(c2ccccc2O)CC1)c1ccc(Cl)cc1	14	-7	-2	7	0	11	1	-1.0
Cc1ccc(/C=C/C(=O)OCC(=O)NC(=O)NCc2ccccc2)cc1	8	-9	2	-20	2	8	1	1.0
CCOC(=O)c1nc(C(=O)NCc2ccc(C)cc2)nc2ccccc12	-4	8	-2	-3	0	3	0.98	-0.8
CC(C)CC(=O)N1CCN(Cc2ccc(Cl)cc2)CC1	-2	-8	1	-14	-1	7	1.5	-0.8
CN(C)C(CNC(=O)C1CCN(C(=O)/C=C/c2ccccc2)CC1)c1ccccc1 (configuration not stated)	5	2	-1	14	-8	-3	1.1	1.3
C/C(=N/NC(=O)C1COc2ccccc2O1)c1ccco1 (configuration not stated)	10	-2	0	-1	1	-17	0.87	0.4
COc1ccc2c(c1)nc(N)n2Cc1ccccc1	16	4	-3	-9	-1	2	1.1	-2.6
COc1ccc(NC(=S)NC(=O)c2ccc3c(c2)OCCO3)cc1	19	2	0	0	3	6	1.1	-0.5
Cc1cc(NC(CC(C)C)C(=O)O)nc(Cc2ccccc2)n1 (configuration not stated)	2	0	0	-14	0	0	0.95	-1.6
CC1(C)CC(=O)C2=C(C1)OC(N)=C(C#N)C21CCN(Cc2ccccc2)CC1	-70	-6	0	13	-67	1	1	-0.2
Cc1ccc(S(=O)(=O)N(C)C)cc1NC(=O)COC(=O)/C=C/c1ccc(F)cc1	2	-3	1	-18	1	1	1	1.0
NC(=O)Nc1ccc(Oc2ncc(C(F)(F)F)cc2Cl)cc1	-5	3	-2	-2	2	-8	1	-0.1
COc1ccccc1C(=O)N/C(=C\c1cn(S(=O)(=O)N(C)C)c2ccccc12)C(=O)N1CCN(C)CC1	-38	/	/	/	0	4	/	-0.4
Cc1cc(NC(=O)c2ccc(C)s2)n(-c2nc3ccccc3[nH]2)n1	-24	-18	6	-6	1	13	1	4.2
COC(=O)C1=C(C)N(Cc2ccccc2)C(=NCc2cccc(Cl)c2)N[C@H]1c1ccccc1	-4	2	-5	-15	-3	14	0.85	0.5
CC(=O)N(C(C)=O)c1nc(-c2ccccc2)cn1/N=C/c1cccc([N+](=O)[O-])c1	6	9	0	-8	1	-2	0.86	9.0
CS(=O)c1nc(-c2ccc(Br)cc2)cc(-c2ccccc2)c1C#N (configuration not stated)	-23	7	/	-38	1	-3	0.82	2.6
CCOC(=O)c1c(NC(=O)CCS(=O)(=O)c2ccccc2)sc2c1CCN(C(C)C)C2	-46	-10	3	-5	-26	4	1.7	-1.2
CC(C)c1ccc(NC(=O)CCNC(=O)N2CC(=O)Nc3ccccc32)cc1	8	7	0	-5	2	-5	1	1.3
SMILES	SENP8 block	ATG4B inhibitor	GRIN3A LBD mod	SENP6 block	SENP1 FRET inh	PfG6PD inh	hIAP activ	MPTP inh
O=C(COC(=O)c1cccc(S(=O)(=O)N2CCOCC2)c1)Nc1ccc(Cl)cn1	2	3	1	7	0	3	1	-1.6
O=C(CC(=O)N/N=C/c1c(Cl)cccc1Cl)NCc1cccnc1	-1	4	0	1	-18	-2	1	0.0
COc1ccc(Nc2nnc(SC(C(=O)Nc3ccc(OC)c(Cl)c3)c3ccccc3)s2)cc1 (configuration not stated)	19	9	25*	-10	0	0	1.3	-0.5
S=C(NCC1CC1)N/N=C/c1ccccc1Cl	19	5	0	14	1	0	1.1	0.3
CCOc1cc(C(=O)NCCN2CCOCC2)cc(OCC)c1OCC	-16	4	-1	-18	1	2	1.1	5.1
Cn1c(=O)c(C(=O)NC2CCCCCCC2)c(O)c2ccccc21	-4	6	-9	-12	0	-16	1.2	4.9
CCN(CC)c1ccc(NC(=O)c2cccnc2)cc1	23	-6	0	-8	0	1	0.98	-6.9
COc1cccc(OC)c1C(=O)NC(=S)N1CCOCC1	-4	5	-2	1	1	1	0.94	0.0
CN(C)c1nc(C(F)(F)F)cc(=O)[nH]1	11	-1	0	-16	-1	-1	1	-0.2
Cc1ccc(N2C(=O)N(c3ccc(C)cc3)C3CS(=O)(=O)CC32)cc1 (configuration not stated)	8	-4	-8	2	2	5	1.2	-1.9
O=C(Nc1ccc(Br)cc1)Nc1cnccn1	-4	-3	2	-3	1	2	0.9	43
CCCS(=O)(=O)c1nc(S(=O)(=O)c2ccc(C)cc2)c(N2CCC(C)CC2)s1	12	-2	2	-13	2	9	0.93	-1.7
Cc1cccc(C)c1NC(=O)COC(=O)C1CC1	6	-8	-1	5	3	10	1	-0.6

16 structures from above, sorted by molecular weight, ascending.
SMILES	SENP8 block	ATG4B inhibitor	GRIN3A LBD mod	SENP6 block	SENP1 FRET inh	PfG6PD inh	hIAP activ	MPTP inh
CN(C)c1nc(C(F)(F)F)cc(=O)[nH]1	11	-1	0	-16	-1	-1	1	-0.2
Cc1cccc(C)c1NC(=O)COC(=O)C1CC1	6	-8	-1	5	3	10	1	-0.6
S=C(NCC1CC1)N/N=C/c1ccccc1Cl	19	5	0	14	1	0	1.1	0.3
CCN(CC)c1ccc(NC(=O)c2cccnc2)cc1	23	-6	0	-8	0	1	0.98	-6.9
O=C(Nc1ccc(Br)cc1)Nc1cnccn1	-4	-3	2	-3	1	2	0.9	43
COc1cccc(OC)c1C(=O)NC(=S)N1CCOCC1	-4	5	-2	1	1	1	0.94	0.0
Cc1cc(NC(=O)c2ccc(C)s2)n(-c2nc3ccccc3[nH]2)n1	-24	-18	6	-6	1	13	1	4.2
Cc1ccc(N2C(=O)N(c3ccc(C)cc3)C3CS(=O)(=O)CC32)cc1 (configuration not stated)	8	-4	-8	2	2	5	1.2	-1.9
O=C(CC(=O)N/N=C/c1c(Cl)cccc1Cl)NCc1cccnc1	-1	4	0	1	-18	-2	1	0.0
CCOc1cc(C(=O)NCCN2CCOCC2)cc(OCC)c1OCC	-16	4	-1	-18	1	2	1.1	5.1
CC(C)c1ccc(NC(=O)CCNC(=O)N2CC(=O)Nc3ccccc32)cc1	8	7	0	-5	2	-5	1	1.3
CC(=O)N(C(C)=O)c1nc(-c2ccccc2)cn1/N=C/c1cccc([N+](=O)[O-])c1	6	9	0	-8	1	-2	0.86	9.0
CS(=O)c1nc(-c2ccc(Br)cc2)cc(-c2ccccc2)c1C#N (configuration not stated)	-23	7	/	-38	1	-3	0.82	2.6
O=C(COC(=O)c1cccc(S(=O)(=O)N2CCOCC2)c1)Nc1ccc(Cl)cn1	2	3	1	7	0	3	1	-1.6
COC(=O)C1=C(C)N(Cc2ccccc2)C(=NCc2cccc(Cl)c2)N[C@H]1c1ccccc1	-4	2	-5	-15	-3	14	0.85	0.5
CCOC(=O)c1c(NC(=O)CCS(=O)(=O)c2ccccc2)sc2c1CCN(C(C)C)C2	-46	-10	3	-5	-26	4	1.7	-1.2

Random draw from the library. Share with any hit: about 6.7%.
